Screens (PubChem)
TWEAK Fn14 block = TWEAK-Fn14 signaling inhibition | TWEAK-stimulated Fn14 reporter cells, luciferase luminescence, 8 h | inhibition, % at 10 µM | hit rate 2% among 360,000 | AID 1159606; in the data active = inhibition above about 50%
KKLEB tox = CF airway cell cytotoxicity counter-screen. activity change (cytotoxicity), % at 5 µM. hit rate 0.36% among 360,000. KKLEB CF airway cells viability, ATPlite luminescence, overnight; active compounds read low; cells stimulated with P. aeruginosa culture filtrate. AID 602141;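 active = corrected activity change at or below -50% at 5 µM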
TRPM1 prom inh = MITF TRPM1 promoter inhibition in SK-MEL-5 cells; SK-MEL-5 TRPM1 promoter luciferase, 24 h; inhibition, % at 12.5 µM; hit rate 0.83% among 330,000; AID 488899;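 active = mean inhibition across replicates of 60% or more, whatever share of single replicates reaches that level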; note: values of inactives mirror those of a sister screen read the other way
HIF-2a block = HIF-2a inhibition. 786-0 RCC cells HIF-2a reporter, luciferase luminescence, overnight. inhibition, % at 18.8 µM. hit rate 0.72% among 360,000. AID 624352;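 active = inhibition of the luminescence signal of 40% or more relative to plate controls, in a single-dose primary screen at 18.75 µM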
Peg3 promoter = inhibitors of Peg3 promoter. HeLa PEG-Prom luciferase reporter, luminescence, overnight. inhibition, % at 20 µM. hit rate 1.7% among 360,000;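 active = inhibition of at least 50% at 20 µM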
Shn3 3UTR inh = Schnurri-3 reporter inhibition in Clone20 osteoblasts. Clone20 osteoblast Shn3 3'UTR firefly luciferase, 24 h. inhibition, % at 12.5 µM. hit rate 0.52% among 360,000;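 active = mean inhibition of at least 75% with every replicate also reaching 75%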;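 note: 0% = median of neutral control wells and 100% = pilot-screen positive control compound; some compounds past the cut are filed as inactive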
TROY NFkB inh = inhibitors of TROY-dependent NF-kB signaling. Q293 LMP1-TROYcd NF-kB luciferase reporter, 4 h. inhibition, % at 10 µM. hit rate 0.98% among 360,000. AID 1347056;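 active = compounds whose plate-normalised and pattern-corrected inhibition of the luciferase reporter signal at the single screening dose is 50% or more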
TRAIL sens C8 = sensitizes caspase-8 expressing cells to TRAIL. inhibition (viability loss, TRAIL sensitization), % at 10 µM. NB7+C8 cells + TRAIL, ATPlite viability luminescence. hit rate 1% among 360,000;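 active = compounds causing at least 50% loss of cell viability in the single-dose screen, relative to plate controls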
CF NFkB block = blocks PAF-induced NF-kB reporter in cystic fibrosis cells | KKLEB NF-kB-GFP reporter, GFP fluorescence overnight | inhibition, % at 5 µM | hit rate 0.86% among 360,000;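 active = at least 50% inhibition at 5 µM, scaled per plate between neutral and stimulator controls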;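 note: PAF is a Pseudomonas aeruginosa culture filtrate used as stimulus; plate controls were PAF-stimulated DMSO wells for no effect and unstimulated DMSO wells for full effect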
NR2E3 ag-1 = activates human photoreceptor nuclear receptor NR2E3 | Q9Y5X4 | inhibition of corepressor binding, % at 4.78 µM | hit rate 0.12% among 320,000 | GST-NR2E3/biotin-RetCOR TR-FRET, 1536-well | AID 2300;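 active = percent inhibition above the cutoff of mean plus 3 SD of all tested compounds, set per screening campaign, cut at about 20% in these data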;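 note: 0% = DMSO wells and 100% = biotin wells as full block of FRET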
Target sequence (Q9Y5X4 whole entry, looked up): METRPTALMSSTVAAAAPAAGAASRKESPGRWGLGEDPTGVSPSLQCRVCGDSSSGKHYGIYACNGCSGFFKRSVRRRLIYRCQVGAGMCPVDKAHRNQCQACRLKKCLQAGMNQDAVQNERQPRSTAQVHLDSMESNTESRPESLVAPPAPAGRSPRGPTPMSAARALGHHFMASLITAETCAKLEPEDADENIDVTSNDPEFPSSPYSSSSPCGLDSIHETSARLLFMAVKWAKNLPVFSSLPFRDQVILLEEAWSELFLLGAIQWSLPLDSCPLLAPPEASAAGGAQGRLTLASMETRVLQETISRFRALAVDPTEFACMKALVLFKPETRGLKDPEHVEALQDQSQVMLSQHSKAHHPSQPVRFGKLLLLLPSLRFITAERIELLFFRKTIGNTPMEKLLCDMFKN
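Material: NR2E3–RetCOR corepressor complex | Quantity: 1.35 nM GST-tagged NR2E3 final | Schedule: 5 h at 4 °C | Replication: Singlicate compound wells | Reagent: RetCOR corepressor, biotinylated, 7 nM | Controls: Biotin wells as high control, 0.6% DMSO wells as low control | Signal: TR-FRET, Eu(K)-anti-GST donor, streptavidin-D2 acceptor, ex 340, em 617/671 nm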
NR2E3 ag-2 = agonists of human NR2E3 nuclear receptor; CHO-S Gal4-NCOR/VP16-NR2E3 two-hybrid, luciferase; inhibition of corepressor binding, % at 3.98 µM; hit rate 0.35% among 360,000; AID 602229;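 active = inhibition above the mean of all tested compounds plus 3 SD, cut at about 70% in these data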;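 note: 0% = DMSO with NR2E3 transfected cells and 100% = cells lacking NR2E3 construct; higher means lower luciferase signal from less NR2E3 corepressor binding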
Numbers without * were called inactive; . = no result given. Some of the compounds tested (hit frequency here may not be typical).

SMILES	TWEAK Fn14 block	KKLEB tox	TRPM1 prom inh	HIF-2a block	Peg3 promoter	Shn3 3UTR inh	TROY NFkB inh	TRAIL sens C8	CF NFkB block	NR2E3 ag-1	NR2E3 ag-2
O=c1cc(CO)oc2ccccc12	1	0	1	6	5	9	-16	-12	-16	.	-57
CC1=C(C(=O)OC2CCC(C)CC2)C(c2ccc(O)c([N+](=O)[O-])c2)NC(=O)N1 (configuration not stated)	4	-5	16	13	12	-10	14	-6	7	-1	-10
O=C(c1ccoc1)N1CCC2(CC1)Oc1ccc(F)cc1C(=O)C21CC(c2cccnc2)=NO1 (configuration not stated)	-11	-21	0	11	8	-17	-7	4	2	-3	-1
CCCC(=O)N1CCC1(C)C(=O)NS(=O)(=O)c1ccc(C#N)cc1 (configuration not stated)	-7	-4	.	4	3	-12	5	-9	-10	.	18
CN(c1cc(Cl)c2c(c1)OCO2)c1cc2c(c3c1ccn3C)C1CCC2C1 (configuration not stated)	9	-12	.	1	-5	4	-13	-8	34	.	-21
Cc1ccc(S(=O)(=O)N2CCOCC2)cc1C(=O)OCC(=O)N1CCCCC1	7	11	-3	8	-3	16	15	16	0	.	17
[O-]/[N+](=C\c1ccco1)c1ccc(Cl)cc1	-41	9	-70	-226	-266	-108	-50	9	-7	-1	-10
Cc1ccc(C(=O)Nc2ccncc2)c(Cl)c1	29	-8	-8	-22	-23	0	12	-4	27	0	7
COc1cc(C(=O)NCc2nnc(SCC(=O)c3ccccc3)o2)cc(OC)c1OC	-8	9	6	-8	5	12	-1	-3	-30	0	-8
CCOc1ccc(NS(=O)(=O)c2cc3c(cc2C)N(C)CCO3)cc1	-1	34	.	13	23	42	5	1	-36	2	11
CCc1nc(C)c(C#N)c2cc(OC)c(OC)cc12	-20	1	-2	26	16	9	8	-3	-22	2	16
CCOc1ccc(-c2nnn(CC(=O)c3cc(OC)ccc3OC)n2)cc1	-6	-3	-8	13	13	10	-1	13	-8	2	-14
Cc1cc(NC(=O)COC(=O)c2ccc(C)c(C)c2)no1	-12	17	-1	-18	-8	-8	-13	-7	-4	.	-26
Nc1cc(N)nc(SCc2cccc(F)c2)n1	-22	1	-52	-173	-178	-36	-23	-14	16	2	-67
Cc1ccc(Nc2nc3nonc3[nH]c2=O)cc1C	21	2	-11	-167	-46	-27	-26	27	-18	4	-70
FC(F)(F)c1cccc(-c2nc(COc3ccc(Cl)cc3Cl)no2)c1	-14	3	-13	-64	-20	6	-30	-1	-18	2	10
CN(c1ccc(OCC(=O)N2CCN(c3ccc(F)cc3)CC2)cc1)S(=O)(=O)c1cccs1	14	-7	0	10	14	27	11	7	6	1	0
CC1(C)C2CC=C(/C=N/NC(=O)C(N)=O)C1C2 (configuration not stated)	1	5	14	20	-5	-9	-5	-10	3	-1	-44
Cc1cccc(-c2nnc(SCC(=O)C(C)(C)C)n2C)c1	-1	-8	-30	-104	-50	-18	-40	10	4	4	-12
CC(C)(C)NC(=O)NC(=O)COC(=O)CNS(=O)(=O)/C=C/c1ccccc1	7	22	-4	19	9	73	18	-22	-20	2	-11

The last 2 compounds of the section above open the next one:
SMILES	TWEAK Fn14 block	KKLEB tox	TRPM1 prom inh	HIF-2a block	Peg3 promoter	Shn3 3UTR inh	TROY NFkB inh	TRAIL sens C8	CF NFkB block	NR2E3 ag-1	NR2E3 ag-2
Cc1cccc(-c2nnc(SCC(=O)C(C)(C)C)n2C)c1	-1	-8	-30	-104	-50	-18	-40	10	4	4	-12
CC(C)(C)NC(=O)NC(=O)COC(=O)CNS(=O)(=O)/C=C/c1ccccc1	7	22	-4	19	9	73	18	-22	-20	2	-11
CCCCCCOc1ccc(N2C(=O)CC(S/C(N)=N/N=C(\C)c3cccs3)C2=O)cc1 (configuration not stated)	12	15	2	1	3	0	4	0	-5	0	-1
Cc1cnc(C(=O)Nc2cc(F)ccc2C)cn1	-11	8	.	-67	-39	-44	-26	-2	-11	2	10
COc1ccc(Cc2nc3ccc(C(=O)NC(C)C)cc3o2)cc1	-22	4	-43	-180	-165	-9	-33	-15	3	3	-81
COc1ccc(-c2csc(/C(C#N)=C\c3ccc(OC)c([N+](=O)[O-])c3)n2)cc1	-32	-13	-8	1	6	11	-10	3	-15	1	-26
Cc1ccc(-c2nc3c(c(=O)[nH]c(=O)n3CC(C)C)n2CC(C)C)cc1[N+](=O)[O-]	4	15	-4	14	18	-9	-11	1	0	-2	-7
Cn1c(=O)n(C)c2cc(S(=O)(=O)N3CCCCC3)ccc21	0	4	-7	5	9	-3	0	-5	2	4	22
CCOC(=O)c1cccc(NC(=O)CSc2nnc(C)n2Cc2ccccc2)c1	-1	-2	7	-13	-3	2	-2	3	-24	3	19
CCC1CCCCN1S(=O)(=O)c1ccc(NC(=O)c2nc(S(C)(=O)=O)ncc2Cl)cc1 (configuration not stated)	77*	-74*	104*	75*	107*	96*	83*	92*	87*	-1	9
O=C(COc1ccc(Br)cc1Cl)NC(=S)Nc1ccccn1	64*	-10	-81	-182	-222	-59	69*	22	14	-1	16
Cn1c(CSc2nc3ccccc3s2)nnc1SCC(=O)NCc1ccccn1	14	15	1	2	1	-17	-7	26	-8	2	-20
COc1ccc(C(=O)Nc2cc(OC)nc(OC)n2)cc1	2	-6	-85	-223	-251	-26	-45	45	-10	1	-109
CC(=C/c1ccccc1)/C=N/Nc1nc(N2CCCCC2)nc(N2CCCCC2)n1	-9	11	12	19	30	21	-5	2	1	1	-6
COc1ccc(C(=O)c2ccc(OC)c(N)c2)cc1N	9	-17	8	-142	-82	-28	-29	2	25	1	-111
CCOC(=O)N1CCN(S(=O)(=O)N2CCCC(C(=O)NCCCN3CCCCC3)C2)CC1 (configuration not stated)	-6	17	11	7	-10	17	-4	-20	-19	-1	1
CC(SC(=S)N1CCCC1)C(=O)O (configuration not stated)	-24	-10	-12	15	0	10	-13	-1	-2	-1	-19
O=C1CCCc2c1cc(C(=O)O)c(=O)n2-c1ccccc1	5	-19	7	14	10	2	-20	-3	5	0	1
CC(C)N(C)CCOC(=O)c1ccc2c(c1)OCCO2	-12	7	-9	-26	-10	-9	-13	-11	2	4	-29
CCOC(=O)N1CCN(c2cc(C)nc3nc(C)nn23)CC1	0	-2	-8	4	10	-16	4	-2	19	6	-1
COc1cc(CNc2nc(C)c([N+](=O)[O-])c(C)c2C#N)cc(OC)c1	3	-7	7	1	4	9	7	-4	13	4	-13
Cc1nn(-c2nc3ccccc3[nH]2)c(N)c1-c1ccc(Cl)cc1	-33	-5	-36	-259	-258	-26	-51	25	-2	0	-55

An excerpt from above in order of the TWEAK Fn14 block value, descending:
compound	TWEAK Fn14 block
COc1ccc(C(=O)Nc2cc(OC)nc(OC)n2)cc1	2
CC(=C/c1ccccc1)/C=N/Nc1nc(N2CCCCC2)nc(N2CCCCC2)n1	-9
CC(SC(=S)N1CCCC1)C(=O)O (configuration not stated)	-24

(cont.)
SMILES	TWEAK Fn14 block	KKLEB tox	TRPM1 prom inh	HIF-2a block	Peg3 promoter	Shn3 3UTR inh	TROY NFkB inh	TRAIL sens C8	CF NFkB block	NR2E3 ag-1	NR2E3 ag-2
CN(C)CCCNC1=CC(=O)OC12CCCCC2	90*	-1	-5	7	12	15	.	-3	-10	0	2
Cc1cc(NC(=O)c2cccc(N3C(=O)CCC3=O)c2)no1	9	6	5	-2	8	-3	-1	2	4	2	-20
CN(C)c1nc(N)nc(/C(C#N)=C/C2CC3C=CC2C3)n1 (configuration not stated)	-7	-1	4	-11	6	-7	-8	-5	27	1	3
Clc1ccc(-c2cn3cccnc3n2)cc1Cl	2	4	-59	-185	-191	-48	1	-18	-10	2	-68
O=C(NC1CCCC1)C(c1ccccn1)N(C(=O)c1csnn1)c1ccccc1F (configuration not stated)	15	-1	-2	9	7	9	0	-11	0	0	-31
COC(=O)CN=Cc1c(O)n(-c2ccc(Cl)cn2)c(=O)c2ccccc12	13	14	7	17	-19	-20	3	-18	-17	2	-3
CC(C)c1ccc(OCC(=O)N(c2ccccn2)C2CCCCC2)cc1	3	5	6	-7	-6	16	-5	5	9	2	5
CC(C)(C)NC(=O)CSc1nc(-c2ccc(F)cc2)cs1	-7	-12	-70	-296	-260	-85	-48	24	16	0	-159
O=[N+]([O-])c1ccc(N2CCCCC2)nc1	-6	-13	-8	-18	-35	-2	-5	3	28	-2	4
Cc1ccc2[nH]cc(C(=O)CN3CCC4(CC3)OCCO4)c2c1	51*	0	-2	-26	-14	-1	-12	3	-3	0	16
O=C1C2C3C=CC(C2C(=O)N1c1cccc(O)c1)C1C2C(=O)N(c4cccc(O)c4)C(=O)C2C31 (configuration not stated)	2	8	8	12	10	0	21	0	5	-1	-30
CCOc1ccc(/C=C2\SC(=S)N(C(C(=O)O)c3ccccc3)C2=O)cc1OC (configuration not stated)	2	4	5	19	1	.	12	-7	20	-12	-9
Cc1cc(C(F)F)n2nc(C(=O)Nc3ccccc3F)nc2n1	3	-10	-11	1	-11	3	5	-3	-1	-1	13
COc1cc(C(=O)Nc2c(C)cc(C)cc2C)c([N+](=O)[O-])cc1OC	13	9	-1	19	16	5	-21	-8	-8	0	5
CCOc1ccccc1NC(=O)c1oc2ccccc2c1NC(=O)C1CCCO1 (configuration not stated)	2	-3	-3	6	74*	-18	18	6	-4	4	4
COC(=O)c1cc(NC(=O)COC(=O)C2COc3ccccc3O2)cc(C(=O)OC)c1 (configuration not stated)	-3	5	-4	11	6	-6	-9	-7	15	.	-8
O=C(COC(=O)Cc1cccc(F)c1)NC(=O)NC1CCCCC1	-2	12	9	14	0	2	-2	0	-7	.	17
CCN(CC)CCN(C(=O)c1ccccc1OC)c1nc2ccc(F)cc2s1	-27	-4	-10	-95	-50	-37	76*	3	-13	1	24
O=C(CCc1ccccc1)NNC(=S)NC(=O)c1ccccc1	-23	-9	-7	-41	-23	-17	-46	0	3	4	-11
CCN(C(=O)COC(=O)/C=C/c1ccc(Cl)c(Cl)c1)c1c(N)n(Cc2ccccc2)c(=O)[nH]c1=O	16	4	.	2	4	25	9	7	-12	.	-20
O=C(c1ccc(Cl)c(S(=O)(=O)N2CCOCC2)c1)N1CCc2ccccc2C1	-12	-2	12	0	30	14	-4	0	-3	.	1
COc1ccc(/C=N/NC(N)=S)cc1	-13	-2	-11	-25	-24	-37	9	0	1	2	-6
C=CCN(Cc1ccc(Cl)s1)C(=O)c1ccc(F)c(S(=O)(=O)N2CCOCC2)c1	8	2	6	11	11	56	19	-18	13	.	-19
COc1cc(S(=O)(=O)N2CCN(Cc3ccc4c(c3)OCO4)CC2)ccc1NC(C)=O	2	-14	.	3	-27	19	-10	-10	-17	.	-43
CCOC(=O)c1c(/N=C/N(C)C)sc(/C=N/Nc2ccccc2)c1-c1ccc(Cl)cc1	-17	-11	9	7	12	2	8	-4	21	5	-4
O=c1[nH]c(C2CCCN(S(=O)(=O)c3ccccc3)C2)nc2c1nnn2Cc1ccc2c(c1)OCCO2 (configuration not stated)	-13	-2	2	30	34	-16	8	-19	12	0	-27
CC[C@H](C)[C@@H](COC=O)NC(=O)[C@H]1O[C@@H](n2ccc(N)nc2=O)[C@H](O)[C@@H]1O	14	-2	.	10	0	-29	-8	-6	-27	.	-9
